Source: PubChem
DYRK1A inh: Dyrk1A (rat) kinase inhibition; hit rate 0.43% among 310,000; inhibition, % at 12.5 µM; Q63470; ADP-Glo luminescence, NFATc1 peptide; AID 504441; in the data active = inhibition above about 50%;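 note: plate controls were vehicle with enzyme for no effect and no enzyme for full effect; many of its hits are not listed in these tables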
AI-2 QS mod: modulators of Vibrio harveyi AI-2 quorum sensing system; Vibrio harveyi JMH597 AI-2 luminescence/OD600 ratio, 9 h; hits give low values; strain lacks LuxN and CqsS sensors; 0 = neutral-control median; activity change, % at 7.5 µM; hit rate 0.4% among 300,000; in the data active = activity change below about -75%, passing the limit was not always enough;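 note: luminescence divided by OD600 gain over 9 h not by final OD600 alone; inactives centre near 13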
HSP90 inh: blocks HSP90-mediated luciferase refolding in reticulocyte lysate; inhibition, % at 5.6 µM; AID 1789; Rabbit reticulocyte lysate, luciferase refolding luminescence, 3 h; hit rate 0.91% among 290,000;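 active = inhibition above the screen-wide mean plus 3 SD, computed separately per campaign, cut at about 16% in these data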;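 note: 0% = DMSO wells and 100% = 60 µM geldanamycin wells; inhibitors lower the luminescence because luciferase stays unfolded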
GSK3A inh: inhibitors of human GSK-3 alpha kinase | P49840 | ADP-Glo luminescence, 60 min | hit rate 0.1% among 320,000 | inhibition, % at 10 µM;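 in the data active = inhibition above about 50%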;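 note: GST-tagged GSK-3 alpha with peptide substrate and 25 µM ATP; 0% = DMSO neutral wells and 100% = GW8510 positive control wells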
Target sequence (P49840 whole entry, looked up): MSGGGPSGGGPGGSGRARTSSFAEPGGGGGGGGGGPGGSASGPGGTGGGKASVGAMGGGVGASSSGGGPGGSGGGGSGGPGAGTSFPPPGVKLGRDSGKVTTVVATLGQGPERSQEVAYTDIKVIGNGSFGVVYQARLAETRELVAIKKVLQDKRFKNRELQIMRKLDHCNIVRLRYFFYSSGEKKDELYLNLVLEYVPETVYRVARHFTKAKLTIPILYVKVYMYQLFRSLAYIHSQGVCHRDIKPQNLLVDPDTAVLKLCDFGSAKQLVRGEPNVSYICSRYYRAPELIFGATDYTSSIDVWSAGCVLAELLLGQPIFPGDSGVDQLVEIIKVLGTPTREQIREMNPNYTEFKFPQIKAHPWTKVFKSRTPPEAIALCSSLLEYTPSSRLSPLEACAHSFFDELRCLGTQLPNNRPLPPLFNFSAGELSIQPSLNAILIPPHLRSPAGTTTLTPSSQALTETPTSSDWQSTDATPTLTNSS
HSF1 inhib: HSF1 inhibition; NIH3T3-HGL HSE-luciferase, MG132-induced, luminescence 8 h; hits give low values; activity change, negative = inhibition, % at 7.5 µM (by protocol); hit rate 0.77% among 300,000; AID 2098;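 active = more than half of replicate wells show activity change below -50%, luminescence cut by over half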;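 note: luciferase reports HSF-1 transcriptional activity via heat shock element; 0% = median of DMSO wells and -100% = zero luminescence signal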
PolyA inhibitor: blocks polyadenylation in yeast reporter cells. S. cerevisiae SKY197-pL101 polyadenylation reporter, beta-gal luminescence; efflux-impaired pdr1/pdr3 knockout yeast; score 100 = 6 SD above DMSO. calls only at 12 µM. hit rate 0.02% among 300,000. AID 1875;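 active = lowest replicate activity score at least 50, where 100 means six control SD above control mean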;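 note: yeast exposed to compound for 9 h at 30 °C; higher score means more reporter readthrough which indicates perturbed polyadenylation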
GSK3B inh: human GSK3beta kinase inhibition; GST-GSK3beta kinase, ADP-Glo luminescence, 60 min; hits give low values; activity score (negative = inhibition), % at 10 µM; hit rate 0.038% among 300,000; AID 2097;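 active = more than half of replicate wells score below -50%, meaning over 50% inhibition versus plate controls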;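 note: 0% = median DMSO wells and -100% = median GW8510 positive control wells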
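Assay system: GST-tagged human GSK3beta kinase, cell-free; Input: 1.6 ng GSK3beta; Medium: Tris/MgCl2 kinase buffer; Timing: 60 min enzyme reaction, room temperature; Signal: ADP-Glo luminescence quantifying ADP generated by kinase; Evaluation: score relative to plate controls; Benchmarks: DMSO neutral wells and GW8510 at 20 µM as positive.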
HSF1 activator: increases HSF-1 driven luciferase reporter signal | AID 504408 | hit rate 1.7% among 300,000 | activation, % at 9 µM | NIH3T3-HGL HSF-1 luciferase reporter, MG132, 8 h; 100% = twice DMSO control signal;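 active = mean replicate activation of at least 50% with a set share of replicates each reaching 50%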;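 note: 0% = median of the neutral control wells and 100% = twice that signal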
HDAC3 inh: human HDAC3 inhibition. O15379. inhibition, % at 8.3 µM. recombinant HDAC3, fluorogenic peptide/trypsin coupled, fluorescence. AID 2718. hit rate 0.15% among 320,000; in the data active = inhibition above about 26%, passing the limit was not always enough
Platelet DG rel: modulates dense granule release in human platelets; hit rate 0.22% among 300,000; human platelet-rich plasma, SFLLRN dense granule ATP release, luminescence; inhibition, %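 (compounds screened at 7.5 µM in platelet-rich plasma)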;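 active = mean replicate score, as percent of positive control, at or above 50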
* hit, by the source's call; i = inactive; . = not tested or not shown. The list is partial; rates above refer to the full screens.

1	COc1cccc(CN2CC(C(=O)NCCOc3ccccc3F)CCC2=O)c1 (stereo not given)
2	CCOc1ccc2ccccc2c1/C=N/n1cncn1
3	Cc1ccsc1C(=O)NN=C1CCCCCC1
4	CCCCCC(=O)Nc1cccc(C2=NOC3(C2)C[C@@H](C(N)=O)N(C(=O)c2ccc(OC)cc2)C3)c1 (stereo not given in full)
5	Cc1ccc(/C=N/Nc2nnc(Cl)c3ccccc23)cc1
6	CCOC(=O)NC(=O)CSc1nnc(SCCC(=O)O)s1
7	COc1ccc(-c2c(C)c3ccc(OCC(C)=O)cc3oc2=O)cc1
8	O=C(Nc1ccnn1C1CCN(CCCc2ccccc2)CC1)c1cccc(F)c1
Compound	1	2	3	4	5	6	7	8
DYRK1A inh	.	6	5	-1	7	1	.	6
AI-2 QS mod	-14	12	14	21	17	10	12	12
HSP90 inh	-4	-1	6	.	-3	-1	0	-3
GSK3A inh	1	3	0	0	-2	0	10	8
HSF1 inhib	-4	-4	11	-1	34	-1	14	-5
PolyA inhibitor	i	i	i	i	i	i	i	i
GSK3B inh	-1	-1	-3	-1	0	-1	1	5
HSF1 activator	-1	9	25	-10	65*	-7	35	22
HDAC3 inh	-8	11	2	-5	-2	5	-6	4
Platelet DG rel	-4	-1	-15	-2	5	-4	-4	4

6 entries from above, ordered by length of the SMILES, lowest first.
3	Cc1ccsc1C(=O)NN=C1CCCCCC1
6	CCOC(=O)NC(=O)CSc1nnc(SCCC(=O)O)s1
5	Cc1ccc(/C=N/Nc2nnc(Cl)c3ccccc23)cc1
7	COc1ccc(-c2c(C)c3ccc(OCC(C)=O)cc3oc2=O)cc1
1	COc1cccc(CN2CC(C(=O)NCCOc3ccccc3F)CCC2=O)c1 (stereo not given)
4	CCCCCC(=O)Nc1cccc(C2=NOC3(C2)C[C@@H](C(N)=O)N(C(=O)c2ccc(OC)cc2)C3)c1 (stereo not given in full)
Compound	3	6	5	7	1	4
DYRK1A inh	5	1	7	.	.	-1
AI-2 QS mod	14	10	17	12	-14	21
HSP90 inh	6	-1	-3	0	-4	.
GSK3A inh	0	0	-2	10	1	0
HSF1 inhib	11	-1	34	14	-4	-1
PolyA inhibitor	i	i	i	i	i	i
GSK3B inh	-3	-1	0	1	-1	-1
HSF1 activator	25	-7	65*	35	-1	-10
HDAC3 inh	2	5	-2	-6	-8	-5
Platelet DG rel	-15	-4	5	-4	-4	-2

Given with each value named: entries from further up
4	CCCCCC(=O)Nc1cccc(C2=NOC3(C2)C[C@@H](C(N)=O)N(C(=O)c2ccc(OC)cc2)C3)c1 (stereo not given in full)
  DYRK1A inh: -1 | AI-2 QS mod: 21 | HSP90 inh: . | GSK3A inh: 0 | HSF1 inhib: -1 | PolyA inhibitor: i | GSK3B inh: -1 | HSF1 activator: -10 | HDAC3 inh: -5 | Platelet DG rel: -2

5	Cc1ccc(/C=N/Nc2nnc(Cl)c3ccccc23)cc1
  DYRK1A inh: 7 | AI-2 QS mod: 17 | HSP90 inh: -3 | GSK3A inh: -2 | HSF1 inhib: 34 | PolyA inhibitor: i | GSK3B inh: 0 | HSF1 activator: 65* | HDAC3 inh: -2 | Platelet DG rel: 5

The list goes on.
9	COc1ccc(-c2nnc(SCc3cccnc3)o2)cc1
10	COC(=O)c1nc2n(n1)C(c1cc(OC)ccc1OC)C(C(=O)OC1CCCCC1)=C(C)N2 (stereo not given)
11	CC1CCCCC1NC(=O)CCn1c(=O)oc2ccccc21 (stereo not given)
12	Brc1ccc(C2=CSC3=NCCN23)cc1
13	CC(C)CC(=O)NC1(C(F)(F)F)C(=O)N(CC(C)C)C2=C1C(=O)CC(C)(C)C2 (stereo not given)
14	C#CCOc1ccc(/C=C2/C(=O)NN(c3ccc(F)cc3)C2=O)cc1OC
15	CCCCn1c(N)c(N(CCOC)C(=O)c2cc(-c3ccc(F)cc3)nc3ccccc23)c(=O)[nH]c1=O
16	O=C(CNC(=O)c1ccco1)OC(C(=O)c1ccccc1)c1ccccc1 (stereo not given)
Compound	9	10	11	12	13	14	15	16
DYRK1A inh	.	3	-2	-5	3	-4	1	3
AI-2 QS mod	-15	8	1	14	4	7	31	3
HSP90 inh	2	1	3	2	2	-4	.	0
GSK3A inh	25	4	-3	-1	-4	0	1	-3
HSF1 inhib	8	4	-3	0	-8	5	10	.
PolyA inhibitor	i	i	i	i	i	i	i	.
GSK3B inh	-11	0	-1	-2	3	0	1	-3
HSF1 activator	22	27	1	1	1	8	5	.
HDAC3 inh	4	-3	5	-2	-1	3	-1	-2
Platelet DG rel	-1	-10	4	-1	9	8	-5	.

17	CCC(CC)NC(=O)Cc1ccccc1[N+](=O)[O-]
18	CC(=O)N(C)c1ccc(OCC(O)COc2ccc(N(C)C(C)=O)cc2)cc1
19	COc1ccc(C2CC(c3cccs3)Nc3nnnn32)cc1 (stereo not given)
20	CC(C)(C)N1CC23CCC(C[C@@H]2C1=O)O3 (stereo not given in full)
21	CCN(c1cccc(C)c1)S(=O)(=O)c1ccc2[nH]c(=O)c(=O)[nH]c2c1
22	CCCCC1CC(C)(C(=O)CSc2nc3ccccc3s2)OC1=O (stereo not given)
23	CCN(CC(=O)Nc1cc(Cl)ccc1C)C(=O)CCOc1ccc(C)cc1
24	Cc1onc(-c2c(Cl)cccc2Cl)c1NC(=O)N(C)N
25	Cc1cc(=O)[nH]c(=O)n1Cc1ccccc1
26	Cc1c(Br)c([N+](=O)[O-])nn1CCCC(=O)Nc1sc2c(c1C(N)=O)CCC(C)C2 (stereo not given)
27	O=C(Nc1ccc(CN2CCS(=O)(=O)CC2)cc1)c1ccc(C(F)(F)F)cc1
Compound	17	18	19	20	21	22	23	24	25	26	27
DYRK1A inh	9	10	.	6	-1	5	9	9	-3	5	-1
AI-2 QS mod	-5	28	-27	16	19	19	9	14	34	19	6
HSP90 inh	2	3	1	.	4	4	.	4	-4	1	1
GSK3A inh	-4	-9	1	-2	-1	-2	-3	4	-3	9	1
HSF1 inhib	-1	-3	-7	-32	1	3	4	8	-3	3	-10
PolyA inhibitor	i	i	i	i	i	i	i	i	i	i	i
GSK3B inh	-1	0	-1	-2	-2	2	3	-4	-2	0	-1
HSF1 activator	11	13	13	-47	18	20	4	1	9	-1	2
HDAC3 inh	-6	-3	-17	-2	4	-3	0	-4	7	8	5
Platelet DG rel	-1	0	-5	5	0	-3	-7	1	-2	-3	4
